Compound activity as filed in PubChem.
ADAM17 inh: inhibits human ADAM17 | P78536 | recombinant ADAM17, EDANS/DABCYL FRET peptide cleavage | inhibition, % at 6.95 µM | 370,000 tested, 0.83% active | AID 720648;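 active means inhibition above the mean of compounds lying between control limits plus 3 SD, set per campaign, cut at about 8.5% in these data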;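 further: 0% = DMSO-only wells as the low control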
MBD2 DNA inh: MBD2-methylated oligo binding inhibition; Q9UBB5; TR-FRET, MBD2 binding to methylated oligonucleotide; 370,000 tested, 0.31% active; inhibition, % at 4.4 µM; in the data active means inhibition above about 13%
DDE Tn7 FP inh: disrupts Tn7 cyclic peptide binding to fibrin D-Dimer-E complex | FP displacement of FITC-Tn7 peptide from fibrin DD(E); 0% = median of compound wells per plate | 370,000 tested, 0.13% active | inhibition, % at 8.3 µM | P02675 | AID 720508;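 active means inhibition above the mean of compounds falling within the control limits plus 3 SD of them, cut at about 14% in these data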;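 further: 0% = plate median of compound wells and 100% = 10 µM Aha-Tn7 peptide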
Target sequence (P02675 whole entry, looked up): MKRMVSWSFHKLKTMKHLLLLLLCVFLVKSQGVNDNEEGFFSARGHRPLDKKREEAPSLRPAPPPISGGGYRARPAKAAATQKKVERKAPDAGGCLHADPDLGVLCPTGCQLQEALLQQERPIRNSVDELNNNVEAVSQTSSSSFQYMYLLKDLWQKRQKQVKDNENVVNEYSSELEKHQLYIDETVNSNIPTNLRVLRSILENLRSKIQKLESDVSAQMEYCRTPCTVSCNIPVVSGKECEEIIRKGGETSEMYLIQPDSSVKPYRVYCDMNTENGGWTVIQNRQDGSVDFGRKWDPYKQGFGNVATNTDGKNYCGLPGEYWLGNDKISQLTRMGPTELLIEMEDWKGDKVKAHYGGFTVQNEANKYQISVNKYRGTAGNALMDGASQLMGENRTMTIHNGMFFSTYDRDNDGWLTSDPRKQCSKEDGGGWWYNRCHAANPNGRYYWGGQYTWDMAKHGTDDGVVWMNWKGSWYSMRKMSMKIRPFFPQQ
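Test system – human fibrin DD(E) · Times – 10 min preincubation, 3 h with tracer, room temperature · Detection – fluorescence polarization of the labelled Tn7 tracer · Measure – percent inhibition normalized to high-control wells · Benchmarks – high control wells with 10 µM unlabelled Aha-Tn7 peptide (full inhibition) · Repeats – singlicate testing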
UHRF1 binding: UHRF1 methyl-DNA binding inhibition; AID 687016; UHRF1 binding to methylated oligo, TR-FRET; inhibition, % at 4.4 µM; Q96T88; 370,000 tested, 0.75% active; in the data active means inhibition above about 21%;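 further: UHRF1 SRA domain binding a hemimethylated CpG hairpin DNA probe; 0% = median of test compound wells and 100% = reference inhibitor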
PLC-gamma1 inh: blocks human PLC-gamma1 enzyme activity; 370,000 tested, 0.84% active; AID 720700; purified PLC-gamma1, fluorogenic substrate, fluorescence; P19174; inhibition, % at 12.2 µM; in the data active means inhibition above about 9.5%
DDE Tn6 FP inh: DD(E)-Tn6 binding inhibition, primary FP screen. 370,000 tested, 0.21% active. P02675. inhibition, % at 8.3 µM. AID 720509. Fibrin DD(E) TRITC-Tn6 fluorescence polarization displacement;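 active means inhibition above a per-campaign cutoff: mean of compounds within control limits plus 3 SD, cut at about 15% in these data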;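 further: 0% = median of all compound wells on the plate and 100% = blocking peptide control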
ASAP1 inh: blocks human ASAP1-stimulated Arf1 GTP hydrolysis | Q9ULH1 | GDP FP detection | inhibition, % at 16.5 µM | 360,000 tested, 0.19% active | AID 624377; in the data active means inhibition above about 25%;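 further: 0% = vehicle with enzyme and substrate and 100% = no enzyme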
PLCb3 inh: blocks human PLC-beta3 enzyme activity; Purified PLC-beta3, fluorogenic substrate, fluorescence; inhibition, % at 12.2 µM; 370,000 tested, 0.18% active; in the data active means inhibition above about 11%;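 further: 0% = median of compound wells on plate and 100% = full blocker control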
KLK7 zymogen act: proKLK7 (human) activation, primary screen; P49862; purified proKLK7, EDANS-DABCYL substrate fluorescence; 100% is mature enzyme control, 0% vehicle; activation, % at 7 µM; 370,000 tested, 0.9% active; AID 652039;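 active means activation above the mean of all tested compounds plus 3 SD, computed per campaign excluding outliers beyond control limits, cut at about 13% in these data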
Target sequence (P49862 whole entry, looked up): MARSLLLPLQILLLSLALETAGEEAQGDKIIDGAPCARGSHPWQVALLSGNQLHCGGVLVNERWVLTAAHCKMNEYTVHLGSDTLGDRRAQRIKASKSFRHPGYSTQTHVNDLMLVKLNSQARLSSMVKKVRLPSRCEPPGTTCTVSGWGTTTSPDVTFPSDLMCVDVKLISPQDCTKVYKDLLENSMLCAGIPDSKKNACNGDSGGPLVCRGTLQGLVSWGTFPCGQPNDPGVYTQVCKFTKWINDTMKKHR
ARFGAP1 inhibitor: inhibitors of rat ARFGAP1; 360,000 tested, 0.26% active; Q62848; AID 651572; inhibition, % at 16.5 µM; Arfgap1-stimulated ARF1 GTP hydrolysis, GDP FP detection;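 active means inhibition above a per-plate limit, mean inhibition of low control wells plus 3 SD, cut at about 25% in these data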;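 further: 0% = DMSO wells with enzyme and 100% = wells lacking Arfgap1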
Target sequence (Q62848 1-136 limits assumed): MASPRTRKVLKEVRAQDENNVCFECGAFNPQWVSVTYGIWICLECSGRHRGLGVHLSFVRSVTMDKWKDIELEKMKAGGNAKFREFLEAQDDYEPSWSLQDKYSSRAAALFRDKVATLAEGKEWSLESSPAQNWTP
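Assay system: Rat Arfgap1 GAP domain (His6, aa 1-136), purified enzyme | Buffer or medium: HEPES 25 mM pH 7.5, NaCl 150 mM, MgCl2, DTT | Schedule: GTP hydrolysis reaction 2 h at 25 °C | Signal: FP of antibody-bound GDP Alexa 633 tracer, ex 620/em 688 nm | Measure: Percent inhibition of Arfgap1-stimulated GTP hydrolysis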
Starred values were filed as active, the others as inactive; i = inactive; x = not tested or not shown.

entry	Compound	ADAM17 inh	MBD2 DNA inh	DDE Tn7 FP inh	UHRF1 binding	PLC-gamma1 inh
1	COCC(C)NC(=S)Nc1ccccc1[N+](=O)[O-] (stereo unspecified)	-5	-5	4	-2	2
2	COc1ccc(NC2CS(=O)(=O)CC2OC(=O)c2ccc(F)cc2)cc1 (stereo unspecified)	4	-3	-1	2	2
3	CCOC(=O)C1=C(c2ccccc2)NC(N)=NC1c1ccc(OCc2ccc(C(=O)OC)cc2)cc1 (stereo unspecified)	2	-1	1	-1	0
4	CCC(=O)Nc1cccc(NC(=O)c2ccc(Br)cc2)c1	-2	0	-2	2	-1
5	Cc1ccc(Cl)cc1NC(=O)CSc1sc2c(O)cc(=O)[nH]c2c1C#N	-6	5	3	6	-8
6	Cc1cc2ncn(/N=C/c3ccc([N+](=O)[O-])o3)c2cc1C	-1	1	0	-3	4
7	O=[N+]([O-])c1ccc(S(=O)(=O)NCCc2cn3ccccc3n2)cc1	0	-2	5	-1	0
8	O=C(N/N=C1/SCC(=O)N1Cc1ccco1)c1ccccc1F	-1	-2	1	-1	3
9	Cn1c(CN2CCCCC2)nc2cc(NC(=O)c3cccc(Br)c3)ccc21	-4	-5	-1	-5	-22
10	O=S(=O)(c1ccc(-c2ccccc2)cc1)N1CCCCC1	1	-6	-6	2	0
11	COCC(=O)N1CC[C@H]2[C@@H]1c1cc(-c3cccc(OC)c3)ccc1N(C)[C@H]2CO	-9	-1	3	-2	-10
12	CCSc1nc2sc3c(c2c(=O)[nH]1)CC(C)(C)OC3	0	-8	-8	-2	0
13	CCN1C(=O)/C(=C2/SC(C)=C(C)N2CC)SC1=S	0	-8	1	-3	-3
14	Cc1ncoc1C(=O)N1CCCC(CCC(=O)NCc2ccccc2F)C1 (stereo unspecified)	-2	3	0	-2	2
15	S=c1[nH]cnc2sc(Nc3ccccc3)nc12	-1	-1	2	-5	-7

entry	DDE Tn6 FP inh	ASAP1 inh	PLCb3 inh	KLK7 zymogen act	ARFGAP1 inhibitor
1	-1	0	-4	0.5	-13
2	11	2	3	-0.1	-7
3	-12	6	-5	0.6	7
4	4	-1	-2	0.2	8
5	-4	10	-16	0.6	-2
6	3	4	1	0.4	-5
7	10	-4	1	-0.1	-3
8	-1	-1	1	-0.9	3
9	9	-7	-31	0.1	3
10	1	-1	-4	0.2	-4
11	8	x	-16	-0.6	x
12	-8	1	-2	0.2	-5
13	9	14	-2	0.0	8
14	-6	8	2	0.0	-6
15	2	2	-15	-0.7	12

Along the list, from the results shown.
Compounds 12 to 15 in KLK7 zymogen act, in turn: 0.2, 0.0, 0.0, -0.7
Compounds 12 to 15 in UHRF1 binding, in turn: -2, -3, -2, -5

Additional results follow:
entry	Compound	ADAM17 inh	MBD2 DNA inh	DDE Tn7 FP inh	UHRF1 binding	PLC-gamma1 inh
16	CC(Oc1ccccc1F)C(=O)NNC(=O)CCNC(=O)c1ccco1 (stereo unspecified)	-5	0	-3	-2	1
17	Cc1nn(C2CCS(=O)(=O)C2)c2nc(C3CC3)cc(C(=O)Nc3cccc(C#N)c3)c12 (stereo unspecified)	-7	-1	-1	1	-63
18	Cc1cccc(C)c1NC(=O)C1(N(Cc2ccco2)C(=O)Cn2nnnc2N)CCCCC1	2	1	5	-2	1
19	C#CCSc1n[nH]c(=O)n1-c1cccc(C(F)(F)F)c1	2	3	-8	0	0
20	CC(C)C(=O)Nc1nnc(S(=O)(=O)N2CCCc3ccccc32)s1	-3	-3	1	-2	1
21	Cc1ccc(S(=O)(=O)N(C)[C@H]2C[C@H]3c4[nH]c5cccc(-c6ccccc6)c5c4CCN3C(=O)[C@H]2[C@H](C)O)cc1	-393	1	-2	0	i
22	CC(C)(C)C(=O)NC(=S)Nc1cccc(C(=O)O)c1	-26	0	-2	1	-11
23	CCN(CC)S(=O)(=O)c1ccc(C(C)NCC(=O)Nc2ccccc2C(=O)NC2CC2)cc1 (stereo unspecified)	-1	-2	-6	2	10*
24	Cc1ccc2nc(-c3ccccn3)c(Nc3ccccc3C)n2c1	-7	-2	-6	5	-2
25	COc1ccc(-c2ccc3c(c2)C2CC3CCN2CCC#N)cc1 (stereo unspecified)	-4	5	3	19	-1
26	CCCCSCCCNC(=S)Nc1ccccc1C	1	-6	5	-2	3
27	CC1C(=O)Nc2ccccc2N1C(=O)c1ccccc1 (stereo unspecified)	-3	0	0	-1	0
28	Cc1ccc(CNC(=O)CC(C)S(=O)(=O)c2ccc3c(c2)NC(=O)CS3)o1 (stereo unspecified)	-3	-4	1	0	-19
29	Cn1cc(/C=C2\SC(=S)N(NC(=O)c3ccccc3Cl)C2=O)c2ccccc21	5	-3	-6	-3	-1
30	Cc1cc(NC(=O)c2ccc3nccnc3c2)ccc1Br	-1	-2	-4	-1	-2

entry	DDE Tn6 FP inh	ASAP1 inh	PLCb3 inh	KLK7 zymogen act	ARFGAP1 inhibitor
16	-3	-10	-7	0.1	-9
17	-8	-14	-62	-1.7	5
18	0	-4	2	0.1	-1
19	9	4	-3	-0.3	0
20	-3	19	-2	0.2	-2
21	-2	5	i	-69	8
22	-1	-13	-6	-1.8	7
23	1	0	-5	0.7	19
24	-9	8	-11	-0.1	14
25	13	6	-1	0.0	-7
26	-4	-5	-4	0.1	4
27	-1	-6	-3	-0.2	-9
28	6	-4	-40	-0.5	5
29	-5	1	-2	-2.4	-2
30	-7	0	-6	-0.6	-7

Part of the list above, reformatted.
The line under a structure holds: ADAM17 inh | MBD2 DNA inh | DDE Tn7 FP inh | UHRF1 binding | PLC-gamma1 inh | DDE Tn6 FP inh | ASAP1 inh | PLCb3 inh | KLK7 zymogen act | ARFGAP1 inhibitor
(25) COc1ccc(-c2ccc3c(c2)C2CC3CCN2CCC#N)cc1 (stereo unspecified)
  -4 | 5 | 3 | 19 | -1 | 13 | 6 | -1 | 0.0 | -7
(18) Cc1cccc(C)c1NC(=O)C1(N(Cc2ccco2)C(=O)Cn2nnnc2N)CCCCC1
  2 | 1 | 5 | -2 | 1 | 0 | -4 | 2 | 0.1 | -1

Next structures
entry	Compound	ADAM17 inh	MBD2 DNA inh	DDE Tn7 FP inh	UHRF1 binding	PLC-gamma1 inh
31	COc1ccc(NC(=O)/C(C#N)=C\C=C\c2ccco2)cc1	4	2	4	3	-7
32	Cc1cccc(-n2c(C)cc(/C=N/NC(=O)c3cccc([N+](=O)[O-])c3C)c2C)c1	-4	4	6	0	-2
33	O=C(CSc1nc2c(sc3ccccc32)c(=O)n1Cc1ccccc1)NCC1CCCO1 (stereo unspecified)	2	-7	-11	0	1
34	CCOc1cc(N2CCOCC2)c(OCC)cc1NC(=O)C(C)Oc1ccccc1 (stereo unspecified)	4	-1	-3	3	4
35	CC(C)(C)NC(=O)C(c1ccccc1F)n1c(=O)c(-c2ccccc2)nc2ccccc21 (stereo unspecified)	-7	6	-1	-1	0
36	Cc1ccnc(SCC(=O)Nc2cccc(S(=O)(=O)N3CCOCC3)c2)n1	-3	3	0	-1	1
37	Cc1cc(C(=O)N/N=C/c2cccc(OC(=O)c3ccco3)c2)n[nH]1	1	-3	-4	-1	0
38	COc1ccc(CNC(=O)C[C@H]2C[C@H](C(=O)N3CCCCC3)[C@@]3(C)c4[nH]c5cc(-c6ccco6)ccc5c4CCN3C2=O)cc1OC	-68	5	5	-1	-245
39	CCOC(=O)c1nnn(CC(=O)N2N=C(c3cccc4ccccc34)CC2c2ccccc2)c1C(=O)OCC (stereo unspecified)	-4	-5	7	-1	-1
40	COc1ccc(NS(=O)(=O)c2ccc(NC(=S)NC(=O)c3cccc(F)c3)cc2)nn1	-1	-1	-5	0	5
41	OC(c1ccc(Cl)cc1)c1ncc(-c2cccc(F)c2)[nH]1 (stereo unspecified)	-2	-3	13	1	2
42	CCCCNc1nc(Cl)nc(Nc2ccc(C)cc2)n1	0	7	2	21*	2
43	CN1CCN(C(=O)c2ccc3c(c2)N(Cc2cccc(Cl)c2)C(=O)c2ccccc2S3=O)CC1 (stereo unspecified)	0	2	-1	-1	3
44	Cc1ccc(SC(CC(=O)c2ccc(C)cc2)C(=O)O)cc1 (stereo unspecified)	0	-1	2	3	0
45	O=c1[nH]cnc2nc(-c3ccccc3)c(-c3ccccc3)nc12	-387	-2	-5	-2	-353

entry	DDE Tn6 FP inh	ASAP1 inh	PLCb3 inh	KLK7 zymogen act	ARFGAP1 inhibitor
31	3	2	-9	-0.1	2
32	0	15	0	0.1	-11
33	0	3	5	0.0	-6
34	8	1	2	0.0	3
35	5	9	-4	-0.1	0
36	0	7	2	0.2	-8
37	0	5	3	-0.5	6
38	-3	-6	-325	68*	12
39	7	-6	0	-0.2	-10
40	-2	0	3	0.2	-1
41	1	9	1	0.4	2
42	-4	6	-4	0.1	-3
43	3	-15	0	-0.2	11
44	1	-14	0	0.1	-11
45	9	7	-445	29*	4

Reformatted screen by screen: 4 of the compounds above.
36. Cc1ccnc(SCC(=O)Nc2cccc(S(=O)(=O)N3CCOCC3)c2)n1
37. Cc1cc(C(=O)N/N=C/c2cccc(OC(=O)c3ccco3)c2)n[nH]1
38. COc1ccc(CNC(=O)C[C@H]2C[C@H](C(=O)N3CCCCC3)[C@@]3(C)c4[nH]c5cc(-c6ccco6)ccc5c4CCN3C2=O)cc1OC
39. CCOC(=O)c1nnn(CC(=O)N2N=C(c3cccc4ccccc34)CC2c2ccccc2)c1C(=O)OCC (stereo unspecified)

screen / no. | 36 | 37 | 38 | 39
ADAM17 inh | -3 | 1 | -68 | -4
MBD2 DNA inh | 3 | -3 | 5 | -5
DDE Tn7 FP inh | 0 | -4 | 5 | 7
UHRF1 binding | -1 | -1 | -1 | -1
PLC-gamma1 inh | 1 | 0 | -245 | -1
DDE Tn6 FP inh | 0 | 0 | -3 | 7
ASAP1 inh | 7 | 5 | -6 | -6
PLCb3 inh | 2 | 3 | -325 | 0
KLK7 zymogen act | 0.2 | -0.5 | 68* | -0.2
ARFGAP1 inhibitor | -8 | 6 | 12 | -10

Compounds were not picked by outcome; overall some 4.1% were active at least once.
